From PubChem
LDHA block: inhibitors of human lactate dehydrogenase A; purified LDHA, NADH/diaphorase-resazurin fluorescence; hits give low values; activity change, % (values are at about 110 or 230 µM); 480,000 compounds, 0.15% hits; AID 1347041; in the data active means activity change below about -30%; inconclusive means mostly about -25% to -30%;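 further: plate controls were DMSO wells for no effect and wells without enzyme for full effect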
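Resorufin fluorescence (ex540/em590), read at 0 and 20 min after diaphorase/resazurin addition, reports the NADH left after a 5 min room-temperature reaction of 2 nM human LDH5 with 0.06 mM NADH and 0.2 mM pyruvate.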
Vif-APOBEC3F blk: inhibitors of Vif-A3F interaction; HeLa A3F-eYFP + Vif (tagged APOBEC3F with the HIV-1 protein that degrades it), YFP fluorescence increase; Potency, µM (highest dose often 46.1 µM), for inactives: top-dose activity, negative = active; 390,000 compounds, 0.2% hits; AID 602313; further: potency means the concentration at half of the fitted maximal effect; % of control where 0% means no effect; nearly all actives have a fitted effect of over 65% in size
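HeLa cells stably expressing A3F-eYFP plus Vif, plated and incubated overnight at 37 deg C, then exposed to compounds overnight at 37 deg C. Blocked degradation read as raised yellow fluorescence (Ex 488/Em 500-530).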
Vif-A3G inh: blocks the Vif interaction with human APOBEC3G; Q9HC16; HeLa A3G-eYFP + Vif (tagged APOBEC3G with the HIV-1 protein that degrades it), YFP fluorescence, overnight; Potency, µM (highest dose often 46.1 µM), for inactives: at the top dose activity, negative = active, most hits filed as inhibitors; 410,000 compounds, 0.076% hits; AID 602310;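 further: potency means the concentration at half of the fitted maximal effect; on the % scale 0 is the no-effect control and ±100 the full control effect; nearly all actives have a fitted effect of over 60% in size; hits raise eYFP signal because A3G escapes Vif-driven loss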
Target sequence (Q9HC16 whole entry, looked up): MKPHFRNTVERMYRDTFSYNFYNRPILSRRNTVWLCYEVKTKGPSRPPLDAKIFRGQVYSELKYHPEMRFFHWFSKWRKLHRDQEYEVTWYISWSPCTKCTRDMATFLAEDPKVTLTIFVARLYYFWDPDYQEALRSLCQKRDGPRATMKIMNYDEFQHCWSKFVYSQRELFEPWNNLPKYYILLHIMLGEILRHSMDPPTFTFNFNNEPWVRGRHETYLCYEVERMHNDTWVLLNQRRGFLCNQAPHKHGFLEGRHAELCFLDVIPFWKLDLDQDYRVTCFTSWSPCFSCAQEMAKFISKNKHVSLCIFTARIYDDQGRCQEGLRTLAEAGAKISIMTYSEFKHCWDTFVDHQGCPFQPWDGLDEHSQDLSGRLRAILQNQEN
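HeLa cells stably expressing Vif and C-terminally eYFP-tagged A3G, seeded overnight at 37 deg C, then exposed to compound by pintool overnight at 37 deg C. Rise in yellow fluorescence (Ex 488/Em 500-530, Acumen) marks blocked Vif-driven A3G degradation.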
USP1 inh: inhibitors of human USP1/UAF1 deubiquitinase. O94782. recombinant USP1/UAF1, Ub-Rhodamine cleavage fluorescence. Potency, µM (doses to about 57.1 µM), without a hit: at the top dose activity change, negative = inhibition, hits mostly inhibitors. 390,000 compounds, 0.23% hits; further: potency means the concentration at half of the fitted maximal effect; on the % scale 0 is the no-effect control and ±100 the full control effect; nearly all actives have a fitted effect of over 60% in size; inactives centre near -12
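Step one: compound is pinned into 1nM USP1/UAF1 in HEPES pH 7.8 buffer with TCEP. Step two: 15 min room-temperature incubation. Step three: Ub-Rho (150nM final) starts cleavage, tracked by fluorescence over six one-minute reads.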
rTrxR1 inhibitor: inhibitors of rat thioredoxin reductase 1. O89049. recombinant rTrxR1, NADPH fluorescence consumption, selenite substrate. Potency, µM (top dose mostly 114 µM), without a hit: at the highest dose activity change, negative = inhibition, actives largely listed as inhibitors. 390,000 compounds, 1% hits. AID 588453; further: potency means the concentration at half of the fitted maximal effect; on the % scale 0 is the no-effect control and ±100 the full control effect; nearly all actives have a fitted effect of over 65% in size
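Rat TrxR1 (90 nM in the dispensed reagent) was pre-reduced with 400 uM NADPH for 5 min at room temperature, then incubated with compound for 15 min. After 400 uM selenite was added, NADPH fluorescence (Ex 340/Em 450 nm) was followed for 8 min.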
TrxR1 substrate: substrates of rat thioredoxin reductase 1. AID 588456. O89049. purified TrxR1 substrate turnover, NADPH consumption readout. Potency, µM (series often up to 114 µM), inactives show at the top dose activity change, negative = substrate turnover. 390,000 compounds, 0.01% hits; further: potency means the concentration at half of the fitted maximal effect; on the % scale 0 is the no-effect control and ±100 the full control effect; nearly all actives have a fitted effect of over 50% in size
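Rat TrxR1, dispensed at 90 nM, was prereduced with 400 uM NADPH (final) for 5 min at ~22 deg C, then incubated with compound 15 min before 400 uM selenite. A first-read NADPH fluorescence drop versus no-compound background flagged substrates.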
Glioma ERSR ind: inducers of ER stress response in human glioma cells; U87-MG GRP78 promoter luciferase reporter, 16 h; Potency, µM, for the others: at the top dose activation, most hits filed as activators; 420,000 compounds, 0.02% hits; further: potency means the concentration at half of the fitted maximal effect; series mostly up to about 76 µM; % of control where 0% means no effect; nearly all actives have a fitted effect of over 35% in size
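ERSR induction read as luciferase luminescence (Bright-Glo, 10 min at room temperature) in stably transfected human U87-MG glioma cells exposed to compounds for 16 h, using GRP78 as sensor.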
IDH1 R132H inh: human IDH1 R132H inhibition; AID 602179; IDH1-R132H enzyme, NADPH consumption, diaphorase/resazurin fluorescence; 390,000 compounds, 0.093% hits; O75874; Potency, µM (doses to about 76.6 µM), inactives show at the top dose activity change, negative = inhibition, actives largely listed as inhibitors; further: potency means the concentration at half of the fitted maximal effect; on the % scale 0 is the no-effect control and ±100 the full control effect; nearly all actives have a fitted effect of over 65% in size
Target sequence (O75874 whole entry R132H, stated change not applied): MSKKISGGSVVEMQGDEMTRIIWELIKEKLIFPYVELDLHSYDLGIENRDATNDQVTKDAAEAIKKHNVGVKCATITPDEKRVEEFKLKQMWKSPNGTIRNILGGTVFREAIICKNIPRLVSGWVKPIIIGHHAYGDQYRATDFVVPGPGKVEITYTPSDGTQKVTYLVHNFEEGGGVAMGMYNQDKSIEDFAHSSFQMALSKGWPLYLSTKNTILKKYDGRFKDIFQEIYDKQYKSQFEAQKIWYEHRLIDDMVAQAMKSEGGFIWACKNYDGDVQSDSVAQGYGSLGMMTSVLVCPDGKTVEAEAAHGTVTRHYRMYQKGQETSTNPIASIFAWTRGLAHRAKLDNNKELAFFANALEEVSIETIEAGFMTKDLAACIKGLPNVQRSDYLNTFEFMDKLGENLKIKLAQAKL
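IDH1-R132H (0.5 ug/mL) preincubated 30 min with compound, then NADPH (0.016 mM) and alpha-KG (2 mM) added; 80 min at RT, pH 7.5. Remaining NADPH coupled via diaphorase/resazurin to fluorescence (540/590 nm); concentration-response curves normalized to no-enzyme control.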
RGS4 inhibitor: human RGS4 inhibition; 390,000 compounds, 0.039% hits; P49798; Transcreener GDP fluorescence polarization, RGS4-accelerated GTP hydrolysis; Potency, µM (series often up to 114 µM), without a hit: at the top dose activity change, negative = inhibition, actives largely listed as inhibitors; AID 504845; further: potency means the concentration at half of the fitted maximal effect; on the % scale 0 is the no-effect control and ±100 the full control effect; nearly all actives have a fitted effect of over 75% in size; some results filed as inactive show a strong effect at the top dose
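MLSMR compounds (23 nl, pin-transferred) preincubated 10 min at room temperature with a 500nM (2x) first reagent, then RGS4 at 900nM (2x) plus Transcreener GDP mix added; fluorescence polarization (620/688 nm) read before and after 90 min at 30 °C.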
Active calls of the source: *; ? = inconclusive; / = no result given; & = joins results of further samples; [ ] = another dose, or the depositor's remark. Unless noted, the call rests on the fitted dose curve; in most records, active means well fitted curve in the direction sought with a large enough effect; inconclusive means small, poorly fitted or top-dose-only effect, or another doubt; inactive means no such curve, though single readings can be large; an effect the other way counts as inactive or inconclusive.

molecule	IDH1 R132H inh	Vif-APOBEC3F blk	rTrxR1 inhibitor	USP1 inh	LDHA block	TrxR1 substrate	Vif-A3G inh	Glioma ERSR ind	RGS4 inhibitor
CC(NC(=O)C(NC(=O)C1CCCN1C(=O)OC(C)(C)C)C(C)C)C(N)=O (stereo not given)	11%	2%	28%	3%	-6	11%[57.1 µM]	-2%	-3%	-14%
O=c1ccn(Cc2ccccc2)c2ccccc12	-6%	2%	16%[57.1 µM]	-24%	-3	6%[57.1 µM]	7%	-1%	5%
CCn1c(CNc2ccc(Cl)cc2)nnc1SCCN1CCCCC1	3%	/	-5%	-14%	-2	-4%	-6%	-4%	-6%
O=C(N/C(=C\c1cccnc1)c1nc2ccccc2[nH]1)c1cccc(Br)c1	0%	-5%	8%[57.1 µM]	-20%	-3	-10%	0%	-6%	-46%
CCOC(=O)Nc1ccc(C(=O)c2ccncc2)cc1	9%	1%	-1%	-11%	1	-1%	-5%	-1%	3%
O=c1[nH]c(SCc2ccccc2Cl)nc2[nH]ncc12	-2%	-5%	5%[57.1 µM]	-9%	-10	7%[57.1 µM]	-15%	3%	39%
Cc1ccc2c(CC(=O)N(CC3CCCO3)c3c(N)n(Cc4ccccc4)c(=O)[nH]c3=O)coc2c1 (stereo not given)	2%	-22%	7%	-13%	-1	1%	-3%	-6%	10%
N=c1c(S(=O)(=O)c2ccc(Cl)cc2)cc2c(=O)n3ccccc3nc2n1Cc1ccco1	0%	?	?	?	0	9%	-17%	-6%	-32%
CCOc1ccc(N=C2C(=O)Nc3ccc(C)c(Br)c32)cc1	-8%	8%	8%[57.1 µM]	-24%	18	1%[57.1 µM]	-1%	1%	-10%
CCC(C)NC(=O)c1ccc2nc(-c3cccs3)c(-c3cccs3)nc2c1 (stereo not given)	/	/	26%	/	-5	12%	2%	-2%	-2%
CC(=O)c1ccc(NC(=O)[C@@]2(CC(=O)O)CC(/C=C/c3ccccc3)=NO2)cc1	0%	5%	-21%	-20%	-2	-16%	4%	-2%	-5%
O=C(CSc1oc(-c2ccccc2)nc1S(=O)(=O)c1ccc(Cl)cc1)NC1CCCCC1	12%	3%	6%[2.29 µM]	-4%	1	7%[2.29 µM]	2%	1%	-13%
CCN(CC)CCNC(=O)Cn1nc(Cc2ccccc2)c2ccccc2c1=O	10%	-3%	?	-23%	-8	9%	-6%	-3%	0%[11.4 µM]
Cc1ccc(-c2noc(CSc3nnc(-c4ccncc4)n3-c3ccc(F)cc3)n2)cc1	1%	1%	9%	-14%	0	5%	2%	-3%	-7%
CSCCC(NC(=O)c1ccco1)C(=O)N1CC(C)OC(C)C1 (stereo not given)	8%	3%	8%	-20%	-3	1%	4%	0%	18%
N#Cc1c(N)nc2c(c1-c1ccc(F)cc1)c(=O)nc1sccn12	12%	-1%	0%[57.1 µM]	-9%	-8	6%[57.1 µM]	-2%	-4%	8%
Cc1ccc(C(C(=O)NCC2CCCO2)N(C(=O)c2snc(C(N)=O)c2N)c2ccc3c(c2)OCCO3)cc1 (stereo not given)	6%	9%	13%	-16%	-4	-2%	-5%	-1%	10%
CCOCCCn1c(=NC(C)=O)c(C#N)cc2c(=O)n3cccc(C)c3nc21	17%	-23%	10%[57.1 µM]	1%	3	546%[activator][57.1 µM]	0%	-3%	8%
O=C(COc1ccc(Cl)cc1)N1CCN(C(=O)c2cccs2)CC1	0%	-6%	5%[57.1 µM]	-10%	-5	6%[57.1 µM]	0%	3%	8%
CCn1c(SCC(=O)OC)nnc1C1CCCCC1	4%	1%	8%	-4%	-3	-7%	1%	-2%	1%
COc1ccccc1CCNC(=O)C(=O)NCC1CCCN1S(=O)(=O)c1ccccc1 (stereo not given)	-9%	-1%	5%[57.1 µM]	-17%	-1	-1%[57.1 µM]	-16%	-4%	-24%
c1ccc(-c2nnnn2CCOCCn2nnnc2-c2ccccc2)cc1	1%	-2%	24%	6%	-7	10%	-1%	-2%	2%
Cc1ccnc(NC(=O)Nc2ccc3c(c2)N(C)C(=O)CS3)c1	9%	25µM*	4%	-6%	-2	-4%	?	4%	-1%
Cc1cccc(-n2c(O)c(/C=N/NC(=O)c3ccccc3Cl)c3ccccc3c2=O)n1	1%	4%	3%	-6%	-3	-4%	1%	-1%	14%
O=C(Cc1sc(-c2ccccc2)nc1-c1ccccc1)Nc1ccccc1	-1%	-7%	-5%[11.4 µM]	-3%	-3	-5%[11.4 µM]	-1%	-4%	-28%
CNc1nc(Nc2ccc(C(C)=O)cc2)nc(OC(C(F)(F)F)C(F)(F)F)n1	-3%	0%	15%[57.1 µM]	-10%	-3	-2%[57.1 µM]	-9%	-5%	6%
CC(Sc1ncc(S(=O)(=O)c2ccc(C(C)C)cc2)c(N)n1)C(=O)Nc1ccccc1 (stereo not given)	-6%	-2%	21%	?	-2	0%	-4%	-2%	2%
CCSc1nnc2c(n1)OC(CC)N(C(C)=O)c1ccccc1-2 (stereo not given)	5%	2%	3%	-10%	-10	-7%	2%	-2%	19%
Cc1ccc(-c2csc(NC(=O)c3cccc([N+](=O)[O-])c3)n2)cc1	3%	-4%	-14%	-27%	-7	-7%	0%	-7%	-11%
CC1Cc2ccccc2N1C(=O)c1cccnc1 (stereo not given)	4%	-3%	-9%[57.1 µM]	-4%	5	3%[57.1 µM]	2%	-3%	12%
O=C(CN1CCOCC1)Nc1ccccc1-c1ccccc1	-1%	3%	9%	-12%	-1	1%	1%	-2%	-18%
O=C(c1ccco1)N1CCC2CC1c1c(Cl)cccc12 (stereo not given)	0%	-5%	/	-23%	-20	/	-7%	1%	/
O=C(CN1C(=O)C2C3C=CC(C4CC34)C2C1=O)Oc1ccccc1 (stereo not given)	4%	4%	10%	-18%	-6	0%	-4%	-2%	6%
COc1ccc(C(=O)C(C)OC(=O)COc2ccccc2)cc1 (stereo not given)	0%	-8%	9%	-7%	-1	-2%	3%	-3%	10%
COC(=O)c1nc[nH]c1[N+](=O)[O-]	-8%	-3%	-10%	-8%	-5	-13%	0%	-4%	13%
COc1cc(OC)cc(-c2c(C#Cc3ccsc3)c3cc(-c4ccc(SC)cc4)ccc3n2C)c1	0%	-6%	37%	-26%	2	43%[activator]	2%	-1%	-5%
O=C(CNC(=O)c1ccc(Cl)cc1)OCc1cc(=O)n2ccsc2n1	-6%	-4%	8%[57.1 µM]	-9%	-4	7%[57.1 µM]	1%	-3%	19%
COC(=O)c1cccc(C23CC4(C2)[C@H](CN(C)[C@@H]4c2ccccc2)C3c2ccccc2)c1 (stereo not given in full)	3%	-2%	-1%[57.1 µM]	-31%	-2	-10%[57.1 µM]	0%	-5%	-26%
O=C(Oc1ccccc1F)C1CCN(C(=O)c2ccc(F)cc2)CC1	7%	3%	1%	-18%	-4	-8%	0%	-5%	-15%
Cc1csc2c(N3CCN(C(=S)Nc4ccc(C(F)(F)F)cc4)CC3)ncnc12	-9%	1%	19%	-7%	2	-8%	0%	-2%	-25%
Cc1ccc(NC(=O)CCNS(=O)(=O)c2cccc3nonc23)cc1Cl	0%&-8%	19%&3%	-5%[57.1 µM]	-20%&-25%	-6&0	-5%[57.1 µM]	-1%&0%	-1%&-1%	23%&-17%
Cc1ccc(OCC(=O)NC(C)c2ccccc2)cc1 (stereo not given)	-3%	3%	21%	-3%	-10	2%	-3%	1%	28%
CCOC(=O)c1sc(NC(=O)CCN2C(=O)C3CCCCC3C2=O)cc1C (stereo not given)	11%	-6%	6%	-16%	-12	-8%	2%	-5%	-9%

The list is partial; count on the stated rates, not on these rows.
